EP2 mod = EP2 receptor (human) modulation. induction, % at 25 µM. 260,000 compounds, 0.83% hits. EP2-expressing cells, cAMP HTRF FRET, PGE2 co-stimulation. AID 940;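 active = compounds whose cAMP rise, as percent of the full-agonist control response, exceeds 60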;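 also: rat C6 glioma line stably carrying human EP2 under a CMV promoter; the protocol text gives 20 µM as final concentration; 100% = response of wells given 1 µM PGE2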
14-3-3 Bad inh = disrupts binding of bovine 14-3-3 zeta to phospho-Bad peptide; 220,000 compounds, 0.71% hits; AID 781; P63103; inhibition, % at 21.7 µM; TR-FRET 14-3-3zeta/Dy647-pBad peptide displacement, 1 h;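 active = inhibition above about 70%, limit read from the data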;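 also: 0% = full 14-3-3 plus peptide FRET controls and 100% = background without 14-3-3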
PPC-1+TRAIL kill = kills PPC-1 cancer cells in the presence of TRAIL; PPC-1 cells + TRAIL, ATPLite viability luminescence; cell killing (% activity), % at 4 µM; 220,000 compounds, 0.41% hits; AID 1443;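 active = cell killing above 50% in the first pass at 4 µM, then a duplicate retest at 5 µM averaging 50% or more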;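 also: plate controls were cells with TRAIL plus DMSO for no effect and medium-only wells lacking cells for full effect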
PGE2 EP2 inh = blocks the human prostaglandin E2 receptor EP2; P43116; AID 1422; C6 glioma cells expressing human EP2, cAMP TR-FRET; cells stimulated with saturating PGE2; 260,000 compounds, 0.52% hits; inhibition, % at 25 µM;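 active = percent inhibition above 40 after rounding to a whole number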;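 also: rat C6 glioma host cells with rolipram phosphodiesterase inhibitor present; the protocol text gives 20 µM as final concentration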
CHOP inh = blocks CHOP induction under ER stress | CHO-K1 CHOP-promoter luciferase, tunicamycin-induced, 15-18 h | inhibition, % at 10 µM | 220,000 compounds, 3.8% hits;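 active = compounds that reduced the stress-induced luciferase reporter signal by more than about 70% of percent inhibition, limit read from the data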;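 also: 0% = tunicamycin plus vehicle and 100% = wells without tunicamycin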
TRPML3 agonist = activates the human TRPML3 channel; Q8TDD5; HEK293 TRPML3-YFP, Fluo-8 calcium fluorescence; 100% = the carbachol control signal; activation, % at 3 µM; 220,000 compounds, 0.29% hits; AID 1448;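 active = activation above its plate's cutoff, the mean activation of the plate's test wells plus 3 SD, cut at about 12% in these data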;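 also: 0% = DMSO only wells and 100% = carbachol wells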
Target sequence (Q8TDD5 whole entry, looked up): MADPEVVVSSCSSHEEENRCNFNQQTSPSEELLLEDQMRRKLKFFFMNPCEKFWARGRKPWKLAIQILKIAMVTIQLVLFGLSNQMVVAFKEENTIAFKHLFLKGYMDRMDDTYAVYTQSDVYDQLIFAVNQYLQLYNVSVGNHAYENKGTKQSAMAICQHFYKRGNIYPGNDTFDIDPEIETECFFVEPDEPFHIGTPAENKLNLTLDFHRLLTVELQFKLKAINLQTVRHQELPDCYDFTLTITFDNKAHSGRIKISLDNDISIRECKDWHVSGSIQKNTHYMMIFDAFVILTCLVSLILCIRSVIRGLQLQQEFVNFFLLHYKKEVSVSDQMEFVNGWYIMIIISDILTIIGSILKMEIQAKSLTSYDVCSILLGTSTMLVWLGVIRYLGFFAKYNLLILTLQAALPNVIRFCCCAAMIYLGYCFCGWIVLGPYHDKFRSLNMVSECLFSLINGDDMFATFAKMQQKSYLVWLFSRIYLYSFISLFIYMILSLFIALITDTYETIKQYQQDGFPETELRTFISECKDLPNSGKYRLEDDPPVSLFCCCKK
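Material: HEK293 cells stably carrying human TRPML3-YFP; compound dosing: single dose, 3 µM final nominal compound, 0.3% DMSO final; incubation: 1-h 37 °C dye load, 5-s basal, 120-s post-compound reads; technique: Fluo-8 intracellular calcium fluorescence, excitation 470-495 nm, emission 515-575 nm; read-out basis: percent activation from peak-to-basal fluorescence ratio, scaled between DMSO and carbachol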
NPY-Y1 PAM-ag = potentiates or activates human NPY-Y1 receptor. P25929. NPY-Y1 expressing cells, potentiator/agonist activation. activation, % at 3.6 µM. 220,000 compounds, 0.37% hits; in the data active = activation above about 33%, passing the limit was not always enough;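 also: cells stimulated with NPY at EC10 then isoproterenol at EC100; 0% = low agonist plus stimulus and 100% = saturating agonist plus stimulus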
Target sequence (P25929 whole entry, looked up): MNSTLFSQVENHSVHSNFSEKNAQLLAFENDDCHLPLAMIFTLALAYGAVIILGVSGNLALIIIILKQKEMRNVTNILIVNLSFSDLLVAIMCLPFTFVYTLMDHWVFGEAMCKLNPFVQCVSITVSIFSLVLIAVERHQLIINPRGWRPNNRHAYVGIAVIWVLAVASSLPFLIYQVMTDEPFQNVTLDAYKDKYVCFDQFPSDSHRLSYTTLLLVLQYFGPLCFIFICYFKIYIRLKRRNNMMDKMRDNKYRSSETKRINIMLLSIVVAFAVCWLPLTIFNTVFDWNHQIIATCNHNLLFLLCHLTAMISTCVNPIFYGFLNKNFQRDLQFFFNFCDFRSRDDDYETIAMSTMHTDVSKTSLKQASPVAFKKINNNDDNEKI
NPY-Y1 antag = NPY-Y1 (human) receptor antagonism; 200,000 compounds, 1% hits; P25929; inhibition, % at 3.6 µM; HEK293-CNG Y1 cells, membrane potential fluorescence; NPY at EC95, then isoproterenol;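 active = inhibition above the campaign mean inhibition of all tested compounds plus 3 SD, cut at about 20% in these data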;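 also: 0% = DMSO wells given NPY plus isoproterenol and 100% = isoproterenol alone without NPY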
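Material: Y1- and CNG-channel-expressing HEK293 cells / Probe or stimulus: NPY 25 nM then isoproterenol 1 µM plus Ro 20-1724 25 µM / Doses: 3.6 µM single dose, DMSO 0.4% / Schedule: compound incubation 1 h at room temperature, readout 45 min post-stimulation / Signal: membrane potential fluorescence / Benchmarks: isoproterenol-only wells as full block versus NPY-plus-isoproterenol wells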
TRPN1 ag = zebrafish TRPN1 (NompC) channel agonism | activation, % at 3 µM | HEK293 zebrafish TRPN1-YFP, Fluo-8 calcium fluorescence; 100% = response to 87 µM carbachol | 220,000 compounds, 0.18% hits | AID 1424;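 active = activation above its plate's cutoff, the mean activation of test wells on that plate plus 3 SD, cut at about 19% in these data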;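 also: 0% = DMSO alone and 100% = 87 µM carbachol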
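Material: zebrafish TRPN1-YFP in HEK293 cells. Doses: one dose of 3 µM, 0.3% DMSO. Incubation: dye 1 h 37 °C plus 30 min RT. Measured by: intracellular calcium fluorescence with Fluo-8.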
Starred values were filed as active, the others as inactive; . = no result given; & = joins results of further samples; [ ] = another dose, or the depositor's remark. These rows are one share of the data; the hit share may differ from the screen's.

SMILES	EP2 mod	14-3-3 Bad inh	PPC-1+TRAIL kill	PGE2 EP2 inh	CHOP inh	TRPML3 agonist	NPY-Y1 PAM-ag	NPY-Y1 antag	TRPN1 ag
CC(Cc1ccsc1)NCc1cn[nH]c1-c1ccc(F)cc1F (configuration not stated)	-17	-1	-2	12	1	0.8	12	.	0.9
COc1cc(OC)c(OC)cc1/C=C1/C(=O)NC(=O)N(Cc2ccccc2)C1=O	-57	-11	-3	8	17	1.2	7	.	0.3
N#CC1(c2ccccc2)CCN(C2CC(=O)N(c3ccc(F)cc3)C2=O)CC1 (configuration not stated)	-11	-8	18	5	-2	1.7	9	-3	1.5
CCOC(=O)c1ccc(N=Cc2c(O)n(-c3ccccc3F)c(=S)[nH]c2=O)cc1	16	-6	22	9	42	0.7	-24	-2	3.8
COCCCn1c(N)c(C(=O)NCc2ccco2)c2nc3ccccc3nc21	7	8	-1	4	-70	0.1	14	.	2.1
CCNC(=S)NCCC1=c2ccccc2=N/C1=C\c1c(O)n(C)c(=O)n(C)c1=O	-37	14	4	17	-23	0.8	16	.	1.6
CCCCn1c(O)c(C(CC)=Nc2ccc(C(=O)O)cc2)c(=O)[nH]c1=O	6	6	4	3	28	1.2	-4	-3	0.8
CC(=O)c1ccc(OC(NC(=O)Cc2ccccc2)C(Cl)(Cl)Cl)cc1 (configuration not stated)	12	4	-14	12	37	0.9	-18	5	0.3
CCCCCCC(=O)c1c(O)n(-c2ccccc2OC)c(=O)[nH]c1=O (tested in a mixture with another compound)	-16	6	-9	9	3	-0.3	-8	.	0.0
CN1CCN(C(=O)COc2ccc(S(=O)(=O)N(C)Cc3ccccc3)cc2)CC1	-33&-17	7	35	9&16	24	1.3	-4	-1	2.1
Cc1ccc2c(c1)CC1(CN2C)C(=O)NC(=O)N(CCc2ccccc2)C1=O (configuration not stated)	46	4	17	4	91*	0.4	-5	-6	-1.1
CC(=O)N1CN2CN(C(C)=O)CC(C(=O)c3ccccc3)(C2)C1	9	3	0	15	7	0.5	-16	-6	0.7
O=C1NC(=O)N(CCc2ccc(F)cc2)C(=O)/C1=C/c1cccs1	-71	25	.	26	-15	1.1	-2	2	1.9
COCCOC(=O)c1c(C)oc2ccc(OC(=O)N(C)C)cc12	22	11	13	10	-2	0.1	5	-1	1.1
Cc1sc2c(c1C)C(c1cccs1)=NCC(=O)N2CC(=O)NCc1cccs1	-40&-82	12	1	5&6	25	-0.3	2	-2	1.7
Cc1ccsc1C(=O)C1CCCN(Cc2cnc(N3CCCC3)s2)C1 (configuration not stated)	-33	-2	17	6	16	1.2	-17	2	2.1
O=P(NCc1ccccc1)(Oc1ccccc1)Oc1ccccc1	0	-1[fluorescence artefact?]	12	9	2	-0.7	8	6	-0.6
CO[C@H]1[C@@H](OC)CC(OC2OC(CO)C(O)C(O)C2O)/C(=C\C#N)[C@@H]1O (some centres not stated)	11	-11	20	9	-6	0.7	-3	-3	2.1
O=C(Oc1ccc([N+](=O)[O-])cc1)N1CCC(N2CCCCC2)CC1	9	3	20	9	-3	-0.6	-3	-1	0.8
O=c1[nH]c(=O)n(-c2ccccc2Cl)c(O)c1C=NCCN1CCCCC1	4	8[fluorescence artefact?]	17	-1	-8	0.2	7	3	0.7
CNC(=O)O/N=C(\C)Cc1nnn(-c2cc(C)on2)n1	11	2	7	1	22	0.8	6	.	1.3
O=C(c1cc2cc3ccc(Cl)cc3nc2o1)N1CCC2(CC1)OCCO2	4	11	18	23	25	0.4	5	6	1.5
N#CC(C#N)=Cc1ccc(N2CCOCC2)cc1	-17	-6	8	3	9	0.9	18	.	3.8
CCc1ccc2nc(N3CCC(C(=O)N4CCC5(CC4)OCCO5)CC3)sc2c1	1	-10	-3	4	15	4.6	-1	2	8.9
C[n+]1c(-c2ccccc2)cc(CCCCc2cc(-c3ccccc3)[n+](C)c(-c3ccccc3)c2)cc1-c1ccccc1	-41	44	-5	3	7	0.0	0	-3	1.1
SMILES	EP2 mod	14-3-3 Bad inh	PPC-1+TRAIL kill	PGE2 EP2 inh	CHOP inh	TRPML3 agonist	NPY-Y1 PAM-ag	NPY-Y1 antag	TRPN1 ag
CC1=[N+]([O-])C2(N)CCc3nonc3C2(O)C1 (configuration not stated)	17	-6[fluorescence artefact?]	9	3	17	0.5	12	4	0.2
CCOP(=O)(OCC)C(NC(=O)c1ccc(C)cc1)C(Cl)(Cl)Cl (configuration not stated)	7	-14	0	7	-1	0.2	-23	-2	0.1
Cc1cc(=O)n(-c2ccccc2)n1-c1ccccc1	5	-1	28	2	20	-0.2	-2	-4	-1.3
CN1CC(C(=O)c2ccc(Cl)cc2)C(c2ccccc2F)C1 (configuration not stated)	7	-1	0	4	13	0.9	-7	8	-0.4
CCOC(=O)C1CCCCC12C(C#N)=C(N)Oc1n[nH]c(C)c12 (configuration not stated)	23	3	-9	10	11	0.6	-14	0	0.0
C1=C(c2ccccc2)CCNC1	15	-3	9	9	16	0.5	16	.	0.3
CN1CCc2nc3sc(C(=O)NC(C)(C)C)c(N)c3cc2C1	-17&18	12	-4	11&7	-5	0.4	21	0	-0.5
Cc1ccc2nc(N3CCC(C(=O)N4CCC5(CC4)OCCO5)CC3)sc2c1	9	0	-1	11	36	2.0	17	-1	6.1
CCn1c(O)c(C=NCCc2c[nH]c3ccccc23)c(=O)[nH]c1=O	-18	-5	3	8	25	-0.1	0	-3	0.6
CCc1ccc(N2C(=O)NC(=O)/C(=C/c3cccn3CCOc3ccc(C(C)CC)cc3)C2=O)cc1 (configuration not stated)	15	6[fluorescence artefact?]	14	7	86*	0.7	-9	-5	2.6
C=CC1CN2CCC1CC2[C@@H](OC(=O)c1ccc(OC)cc1)c1ccnc2ccccc12 (some centres not stated)	56	-1	54*	8	10	-1.0	-25	12	-0.3
CC(=NCCc1c[nH]c2ccccc12)c1c(O)n(Cc2ccccc2)c(=O)[nH]c1=O	-22	-5	-13	7	24	-0.8	0	.	-0.2
COc1ccc(N2C(=O)/C(=C/c3cccs3)C(=O)NC2=S)cc1	-33	12	-5	10	104*	1.3	18	.	0.1
C[N+]1(C)[C@@H]2CC[C@H]1CC(OC(=O)C(CO)c1ccccc1)C2 (some centres not stated)	10&22	-3&-15	10	.	-5&13	0.8	-13	-1	0.0
CC(Cc1cccs1)NCc1ccc(Cl)cc1 (configuration not stated)	5	-7	6	-4	25	-0.1	4	2	0.5
CC1CC(OP(O)(=S)c2ccc(N(C)C)cc2NC(=O)c2cccs2)CC(C)(C)C1 (configuration not stated)	-32	-1	8	5	-6	0.2	-7	3	0.3
CNC(=S)N1CCn2cccc2C1c1cccnc1 (configuration not stated)	17	-9	8	-3	7	0.7	3	1	1.2
CCN(CC)C(=O)c1ccc(NC(=O)Cn2nc(C)c3ccccc3c2=O)cc1	-1	-3[fluorescence artefact?]	4	3	4	0.2	-15	0	1.9
O=C(NC1CONC1=O)OCC(Cl)(Cl)Cl (configuration not stated)	8	-1	2	14	18	0.4	-37	7	0.1
CCN(CC)c1ccc(/C=C2\C(=O)NC(=O)N(Cc3ccco3)C2=O)cc1	-55	-18	-12	29	-27	1.1	-37	4	1.3
COc1ccc2[nH]cc(CCN)c2c1	8&0&-43	-10	12	10&13&24	-18&-8	0.4	-26	1	1.1
CC12CN3CC(C)(CN(C1)C3c1ccncc1)C2=O (configuration not stated)	19	-2	10	13	8	1.4	0	3	1.9
CCCCCCOc1ccc(CN2CCN(CCO)CC2)cc1	-28	51	4	7	5	0.7	-22	10	-0.2
c1ccc(-c2[nH]c(-c3ccccc3)[n+](CC3CO3)c2-c2ccccc2)cc1 (configuration not stated)	42	5	18	6	9	-0.8	1	4	-1.2
COc1ccc(C2N(c3cc(C)on3)C(=O)C3CCCN32)cc1 (configuration not stated)	9	0	-20	6	-8	0.4	-2	-1	-0.6

Reprinted at random: three entries already listed, in no set order.
SMILES	EP2 mod	14-3-3 Bad inh	PPC-1+TRAIL kill	PGE2 EP2 inh	CHOP inh	TRPML3 agonist	NPY-Y1 PAM-ag	NPY-Y1 antag	TRPN1 ag
C=CC1CN2CCC1CC2[C@@H](OC(=O)c1ccc(OC)cc1)c1ccnc2ccccc12 (some centres not stated)	56	-1	54*	8	10	-1.0	-25	12	-0.3
COc1ccc(N2C(=O)/C(=C/c3cccs3)C(=O)NC2=S)cc1	-33	12	-5	10	104*	1.3	18	.	0.1
O=C(NC1CONC1=O)OCC(Cl)(Cl)Cl (configuration not stated)	8	-1	2	14	18	0.4	-37	7	0.1

Continuation.
SMILES	EP2 mod	14-3-3 Bad inh	PPC-1+TRAIL kill	PGE2 EP2 inh	CHOP inh	TRPML3 agonist	NPY-Y1 PAM-ag	NPY-Y1 antag	TRPN1 ag
C=CCn1c(O)c(C(CC)=Nc2ccc3c(c2)CCC3)c(=O)[nH]c1=O	-28	-5	3	11	34	0.9	-18	.	-1.2
N#CC(C#N)=Cc1cccnc1	-51	-11	34	4	-14	1.1	10	3	0.9
CCC(C)OC(=O)c1c(N)n(Cc2cccs2)c2nc3ccccc3nc12 (configuration not stated)	40	1[fluorescence artefact?]	13	4	32	3.9	-27	11	-1.9
CC(C)n1c(=O)c(C=Nc2ccc(Br)cc2)c(O)n(Cc2ccco2)c1=O	16	-2[fluorescence artefact?]	19	1	22	0.0	-2	14	0.2
Cc1cc(/C=C2/C(=O)NC(=O)N(Cc3ccco3)C2=O)c(C)n1-c1ccccc1	-5	2	25	7	21	1.9	-14	1	0.5
O=C1NC(=O)[C@]2(Cc3ccccc3N3CCN(c4ccccc4)CC32)C(=O)N1Cc1ccccc1 (some centres not stated)	59	2	0	9	7	1.3	17	0	-0.1
COc1cc2[nH]c(=O)n(-c3cccc(Cl)c3)c(=O)c2cc1OC	7	1	-2	8	0	-0.4	0	-2	0.8
Cc1c(NP(=O)(C(C)(C)C)C(C)(C)C)c(=O)n(-c2ccccc2)n1C	8	-2	16	6	6	0.4	9	7	-1.8
COc1ccc(C=O)cc1O	26	-4	1	6	17	0.6	9	-6	0.6
OC1CCCCC1N1CCC(c2ccccc2)CC1 (configuration not stated)	7&4&22	0	8	10&12&16	0&1	-0.1	3	5	0.2
c1ccc2c(CN3CCCCCCC3)c[nH]c2c1	-3	.	-7	.	-33	0.0	-12	7	0.6
CC(C)(C)n1cccc1/C=C1\C(=O)NC(=O)N(c2ccccc2)C1=O	-18	-11	21	5	-14	1.2	3	3	2.4
COc1ccc(-n2c(O)c(C=NCCN(C)C)c(=O)[nH]c2=O)cc1	8	0	-6	2	5	0.1	-1	.	1.7
Cn1c(O)c(C=Nc2ccc(Cl)cc2)c(=O)n(C)c1=O	6	3	-10	.	-5	0.5	3	-4	0.9
O=C(O)C1CSC(c2cccnc2)N1 (configuration not stated)	29	-2	3	12	-1	1.1	-1	-1	0.7

High-throughput results as filed in PubChem.
